Compound activity from PubChem BioAssay.
XBP1 UPR activ: adaptive UPR (XBP1) activation. AID 463104. CHO-XBP1 luciferase reporter, IRE1-XBP1 UPR activation, luminescence; percent of tunicamycin response, DMSO as zero. hit rate 0.33% among 330,000. activation, % at 20 µM;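 active = versus positive control, 20 µM dose yields 30% or more activation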;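 note: 100% = tunicamycin at 10 µg/mL and 0% = DMSO only wells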
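Test system: CHO-XBP1 luciferase reporter cells | Buffer or medium: Serum-containing F12 medium, 10% FBS | Schedule: 6 h compound exposure at 37 °C, 5% CO2 | Detection: Steady-Glo luciferase glow luminescence, 10 min after reagent addition | Read-out basis: Activation, % of tunicamycin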
Mdm2-MdmX inh: human Mdm2/MdmX binding inhibition; SaOS-2 split-luciferase Mdm2/MdmX complementation, luminescence; O15151+Q00987; hit rate 3% among 330,000; inhibition, % at 8 µM;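 active = inhibition of at least 50% at 8 µM in the primary screen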
CCR6 antag: CCR6 (human) receptor antagonism; P51684; CHO-K1 CCR6 PathHunter beta-arrestin, luminescence, CCL20-stimulated; inhibition, % at 20 µM; hit rate 0.49% among 340,000; AID 493098;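 active = compounds whose inhibition of the agonist-driven luminescence signal at 20 µM reaches about 50%, limit read from the data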;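 note: cells stimulated with CCL20 at 14 nM final; plate controls were DMSO with CCL20 for no effect and DMSO without agonist for full effect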
tim23-1 inh: growth inhibitors of tim23-1 mutant yeast; S. cerevisiae tim23-1 growth, BacTiter-Glo luminescence, 24 h; inhibition, % at 20 µM; hit rate 1.3% among 330,000; AID 463212;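 active = growth inhibition of the mutant yeast at or above 50%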;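 note: temperature-sensitive mutant grown at 25 °C; plate controls were DMSO-treated mutant yeast for no effect and medium wells lacking yeast for full effect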
APJ agonist: activates the human apelin receptor APJ; AID 2520; hit rate 0.11% among 330,000; CHO-K1 APJ PathHunter beta-arrestin, luminescence; 0% DMSO wells, 100% apelin; activation, % at 20 µM; P35414;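 active = activation more than six SD over the plate average, tested at 20 µM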;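 note: 0% = DMSO alone and 100% = apelin-13 at 10 nM; some results filed as inactive read as strong as hits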
Target sequence (P35414 whole entry, looked up): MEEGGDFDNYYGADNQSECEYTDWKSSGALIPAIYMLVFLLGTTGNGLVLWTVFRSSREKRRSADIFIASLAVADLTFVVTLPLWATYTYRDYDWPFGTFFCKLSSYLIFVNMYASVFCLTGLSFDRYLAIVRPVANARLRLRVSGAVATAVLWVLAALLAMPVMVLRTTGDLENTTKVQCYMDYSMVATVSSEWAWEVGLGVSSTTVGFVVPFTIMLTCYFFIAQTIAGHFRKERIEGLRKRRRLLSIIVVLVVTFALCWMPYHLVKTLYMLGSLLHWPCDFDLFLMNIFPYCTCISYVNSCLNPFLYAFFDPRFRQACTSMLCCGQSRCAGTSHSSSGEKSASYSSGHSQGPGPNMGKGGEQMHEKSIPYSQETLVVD
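Test system: CHO-K1 APJ beta-arrestin complementation cell line | Compound: Single test compound dose, 20 µM final, 1% DMSO | Incubation: Compound 90 min 25 °C, reagent 1 h | Measured by: beta-gal luminescence | Read-out basis: APJ–arrestin association signal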
CXCR6 block: CXCR6 (human) receptor inhibition. CHO-K1 PathHunter CXCR6 beta-arrestin, luminescence. hit rate 0.36% among 360,000. O00574. inhibition, % at 20 µM; in the data active = inhibition above about 34%, passing the limit was not always enough;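 note: antagonist mode with CXCL16 agonist at 10 nM final; 0% = 10 nM CXCL16 with DMSO and 100% = unstimulated wells without agonist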
Target sequence (O00574 whole entry, looked up): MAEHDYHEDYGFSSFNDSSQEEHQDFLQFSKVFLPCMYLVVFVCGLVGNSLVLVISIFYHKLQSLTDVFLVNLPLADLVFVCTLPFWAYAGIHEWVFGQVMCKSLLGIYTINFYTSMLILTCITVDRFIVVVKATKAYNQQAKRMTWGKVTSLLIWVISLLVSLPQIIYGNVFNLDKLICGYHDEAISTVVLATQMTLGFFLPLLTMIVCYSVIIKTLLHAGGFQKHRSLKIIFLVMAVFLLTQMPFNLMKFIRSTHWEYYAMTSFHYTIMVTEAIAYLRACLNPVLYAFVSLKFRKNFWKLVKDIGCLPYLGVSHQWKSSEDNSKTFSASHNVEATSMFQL
APJ antag: blocks the human apelin receptor APJ; inhibition, % at 20 µM; CHO-K1 APJ beta-arrestin complementation, luminescence; P35414; hit rate 0.32% among 330,000; AID 2521;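 active = inhibition above about 40% at 20 µM, limit read from the data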;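 note: cells challenged with 10 nM apelin-13 agonist together with compound; plate controls were apelin-13 plus DMSO wells for no effect and DMSO wells lacking apelin-13 for full effect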
UPR CHOP act: apoptotic UPR (CHOP) activation; CHO-CHOP luciferase reporter, luminescence; percent of tunicamycin response over DMSO baseline; hit rate 0.34% among 330,000; activation, % at 10 µM;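 active = at 10 µM dose, activation of 40% or more, normalized to positive control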;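 note: 100% = tunicamycin at 10 µg/mL and 0% = DMSO alone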
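Evaluation: % reporter activation, DMSO baseline versus tunicamycin full activation; System: CHO-CHOP luciferase reporter cell line; Input: 500 cells/well; Incubation: 6 h compound treatment, 37 °C; Measured by: Steady-Glo luciferase luminescence; Dosing: one dose, 10 µM in 0.5% DMSO; Buffer or medium: F12 medium, 10% FBS; Benchmarks: positive tunicamycin 10 µg/mL, negative DMSO alone.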
EBI2 antag: blocks human EBI2 receptor beta-arrestin signaling | P32249 | EBI2 beta-arrestin recruitment, luminescence, 7a,25-OHC stimulated | inhibition, % at 5 µM | hit rate 0.81% among 360,000 | AID 651636; in the data active = inhibition above about 38%;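 note: enzyme fragment complementation signal reports receptor beta-arrestin coupling in cells; 0% = agonist plus DMSO wells and 100% = wells without agonist; some results beyond the cut were filed as inactive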
Target sequence (P32249 whole entry, looked up, the tested form may be a part): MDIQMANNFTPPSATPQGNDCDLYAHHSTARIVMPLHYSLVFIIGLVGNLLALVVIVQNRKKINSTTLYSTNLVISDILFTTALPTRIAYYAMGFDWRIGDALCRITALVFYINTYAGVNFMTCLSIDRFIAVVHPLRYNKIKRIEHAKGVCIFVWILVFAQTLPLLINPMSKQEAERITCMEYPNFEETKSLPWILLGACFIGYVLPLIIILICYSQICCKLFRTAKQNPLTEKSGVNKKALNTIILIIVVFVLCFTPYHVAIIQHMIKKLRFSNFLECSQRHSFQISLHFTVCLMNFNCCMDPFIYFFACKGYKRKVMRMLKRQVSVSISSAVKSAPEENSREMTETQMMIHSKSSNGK
The depositor's hits bear a star; x = no result given.

SMILES	XBP1 UPR activ	Mdm2-MdmX inh	CCR6 antag	tim23-1 inh	APJ agonist	CXCR6 block	APJ antag	UPR CHOP act	EBI2 antag
O=C(CN(c1ccc(F)cc1)S(=O)(=O)c1ccc2c(c1)OCCO2)NCc1cccnc1	-4	24	14	-2	-1	-1	1	-1.4	0
Cc1cc(=O)n2[nH]c(C)cc2n1	-1	-3	10	19	-1	6	-7	-1.1	-10
Cc1nnc2sc(-c3cccc4ccccc34)nn12	4	28	12	-3	-3	6	7	-0.4	8
C=C(C)COc1ccc2c(C)c(C)c(=O)oc2c1OCC(=C)C	-7	14	-6	2	-5	-2	-7	-2.3	11
Nc1ccc2cn[nH]c2c1	-1	-27	3	5	10	-14	-14	-0.8	-11
O=c1nccc(N/N=C/c2ccccc2)[nH]1	-2	-13	-2	1	-3	-2	4	1.4	-11
COc1cc2ncnc(NCc3ccccc3Cl)c2cc1OC	1	18	3	-11	-2	-3	11	-1.1	9
O=C(CCCCCn1c(=O)[nH]c2ccsc2c1=O)N1CCCCC1	1	14	0	5	-2	2	-6	0.6	5
COc1cc(-c2cc(-c3ccccc3)nc(SCC(=O)Nc3nccs3)c2C#N)cc(OC)c1OC	9	51*	8	-31	1	-1	11	0.7	5
COc1ccc(CCN2CC(O)=C(c3nc(C)cs3)C2=N)cc1OC	1	16	1	15	-1	-4	1	0.8	-2
O=C(NCc1cccc(C(F)(F)F)c1)C1CC(c2ccccc2[N+](=O)[O-])=NO1 (stereo unspecified)	0	8	2	25	6	-4	4	0.9	6
COC(=O)c1[nH]c2cc(OC)ccc2c1NC(=O)CCN1CCCCC1	-2	14	-10	-12	-6	0	-7	-2.1	-6
CCN(CC)c1ccc(/C=N/NS(=O)(=O)c2ccc(C)c([N+](=O)[O-])c2)cc1	7	20	11	26	3	4	-12	0.7	1
O=C(C1=C[C@H](c2ccc3c(c2)OCO3)C[C@H](OCCCCO)O1)N1CCN(Cc2ccc3c(c2)OCO3)CC1	1	12	8	-1	-2	-14	-6	0.4	17
COc1ccc2c(c1)c(N=NC(N)=S)c(O)n2CC(=O)c1ccccc1	-1	39	11	-21	2	-3	5	1.2	-8
Cc1nc(C(=O)Nc2cccc(Cl)c2Cl)nn1-c1cc(OC(C)C)c(Cl)cc1Cl	0	17	24	24	-3	9	9	-0.2	5
Cc1cc2nc(/N=C(\N)NC(=O)C(C)C)nc(C)c2cc1C	-1	56*	5	21	-5	4	17	2.0	-12
O=C(Nc1nnc(C2CC2)s1)c1cc(-c2ccccc2)nn1-c1ccccc1	4	26	13	39	-6	-4	-4	-0.6	0
O=[N+]([O-])c1cc(S(=O)(=O)N2CCOCC2)ccc1OCc1ccccc1C(F)(F)F	-2	24	17	21	-9	2	16	-0.2	0
Cc1cc(NS(=O)(=O)c2ccc(NC(=O)CSc3nc4sc(C)c(C)c4c(=O)[nH]3)cc2)no1	1	18	1	-15	-1	-7	13	-1.3	3
Cc1ccc(C(=O)CSc2ccc(-c3ccncc3)nn2)cc1	-1	-22	-3	0	3	-3	5	0.9	-9
CC(=O)C12OC1CC1C3CCC4=CC(=O)CCC4(C)C3CCC12C (stereo unspecified)	1	0	8	29	-1	-6	6	0.0	12
CCOC(=O)CN1CC23C=CC(O2)C(C(=O)O)C3C1=O (stereo unspecified)	0	-2	3	4	-4	-2	-13	-1.1	-3
O=C1Nc2ccccc2C(=O)N2[C@H](c3ccccc3)[C@@H]3C(=O)N(Cc4ccccc4)C(=O)[C@@H]3[C@H]12	-1	-25	0	11	2	8	5	-1.9	-3
O=C(NC(Cc1ccccc1)C(=O)NC(Cc1ccccc1)C(=O)O)c1ccccc1 (stereo unspecified)	-3	9	-4	17	-1	2	-1	-0.1	-1
O=C(N/N=C/c1cccs1)c1cc(C2CC2)nc2ccccc12	-3	27	3	14	2	-18	13	-2.6	-1
COc1cccc(C2=NNC(=NCc3ccccc3)SC2)c1	0	15	13	26	-2	-1	8	2.3	10
CCOC(=O)c1c(NC(=O)Nc2ccc(C)cc2)sc2c1CCN(C)C2	1	9	3	5	-3	3	5	1.9	13
CC1=C(C(=O)Nc2cc(-c3cccc(F)c3)[nH]n2)C2(CCCCC2)OC1=O	-2	22	9	6	2	-6	-10	1.3	10
CCOc1ccc2c(C)c(C)c(=O)oc2c1OCC	1	4	-2	13	-5	-4	-5	-1.3	-8
Cc1ccc(C)c(N2CCN(C(=O)CCS(=O)(=O)c3cccc4nonc34)CC2)c1	-1	-21	-1	45	9	-1	0	-2.8	-13
COC(=O)Cc1cc(=O)n2[nH]c(C)c(-c3ccccc3)c2n1	-4	21	6	16	-4	-26	-17	-4.9	-3
C/C(=N\O)C(=O)NCc1ccccn1	0	5	-4	2	0	-1	-18	-1.7	-11
CCOC(=O)c1cc(C(C)(C)C)oc1CNC(=O)c1c(C)oc2c1CCCC2	-1	2	17	26	0	-1	4	-0.3	20
CCc1ccccc1NC(=O)CN(C)Cc1nc(N)nc(Nc2ccccc2C)n1	1	28	0	-4	7	-6	-4	3.4	4
Cc1cc(C(=O)N/N=C/c2cccs2)n[nH]1	1	-20	-8	-8	-1	4	-1	1.5	-12
COc1ccc(NC(=O)CSc2nc3ccccc3c(=O)n2Cc2cccs2)c(OC)c1	3	12	x	7	0	x	1	2.9	x
Cn1ncc2c(Nc3cccc4ccccc34)ncnc21	-2	30	-8	14	-2	4	-1	-1.3	-7
CNC(=O)c1sc(SC)cc1-c1ccc(Cl)cc1	-1	21	7	18	2	2	11	-1.9	50*
c1ccc(-c2nc(-c3ccccn3)no2)cc1	-9	40	-1	19	-1	3	18	-7.7	-4
COc1ccc(C(=O)N=c2sc3c(C)ccc(OC)c3n2C)cc1	7	-83	-1	19	-3	7	15	1.9	26
O=C(CCNc1ccc(F)c(Cl)c1)c1ccco1	0	14	16	-3	-3	-8	-9	0.7	1
CCOc1ccc(S(=O)(=O)NCC2CCCO2)c2cccnc12 (stereo unspecified)	1	11	3	12	-6	1	-6	-0.1	2
Cc1c(N=Cc2cc3c(cc2Cl)OCO3)c(=O)n(-c2ccccc2)n1C	0	-7	0	36	16	0	-52	-0.3	7
CC(C)N1CC(C(=O)O)CC1=O (stereo unspecified)	-3	0	-2	12	-3	-4	-4	-1.5	1
O=C(CN1C(=O)NC(c2ccccc2)(c2ccccc2)C1=O)N1CCCCC1	2	11	7	10	0	-8	10	1.5	-8
COc1ccc(Oc2c(C)oc3c(CN(C)C)c(O)ccc3c2=O)cc1	0	2	3	19	1	-9	14	0.4	-4
Cc1ccc(/C=C/C(=O)NC2CCCCCCC2)o1	4	-5	29	52*	-4	20	6	125*	17
COc1cccc(/C=C2\SC(=O)N(CC(=O)NC3C=CS(=O)(=O)C3)C2=O)c1 (stereo unspecified)	-4	39	5	5	1	-2	-28	0.5	-3
O=C(NCc1ccccc1Cl)c1ccc(CS(=O)Cc2ccc(Cl)cc2)o1 (stereo unspecified)	-11	12	1	14	-2	1	11	5.5	7
CCOC(=O)CSc1nc(C)c2cc(OC)ccc2n1	2	-22	2	12	6	0	4	0.8	-2
CC1CN(c2ccc([N+](=O)[O-])c(NCCOc3ccc(Cl)cc3)c2)CC(C)N1 (stereo unspecified)	12	30	33	50	10	11	18	5.8	-10
Cc1nc(SCC(=O)NCc2cccs2)nc(C)c1C	-2	-9	7	0	-2	-3	6	1.4	-3
C=CCc1c(C)nc(C)nc1N/N=C/c1ccc(N(C)C)cc1	-4	0	23	11	-1	-4	5	0.0	7
O=C(c1ccc(Cl)c(S(=O)(=O)N2CCCCCC2)c1)N1CCOCC1	-1	13	-3	11	-3	1	-17	0.2	-12
CCOc1cc(CN2CCN(CCOCCO)CC2)ccc1OC	0	4	-10	-11	-5	0	-3	0.9	-2
COc1ccc(N2CCN(Cc3nc(-c4ccc(Cl)cc4Cl)no3)CC2)cc1	-1	11	9	20	-6	-3	4	-3.0	-5
CCS(=O)(=O)N1CCN(S(=O)(=O)c2ccc(S(=O)(=O)NC3CC3)cc2)CC1	0	23	3	5	-2	7	17	1.5	-4
O=C(Nc1ccc(F)c(Cl)c1)C1CC(=O)N(Cc2ccco2)C1 (stereo unspecified)	0	13	4	10	-4	-2	10	0.4	-8
CC(C)C[C@H](NC(=O)N1CCn2c1nc1ccccc12)C(=O)NC1CCCCC1	0	2	-22	22	0	4	9	0.1	-5

Pulled one by one from the list above (two):
SMILES	XBP1 UPR activ	Mdm2-MdmX inh	CCR6 antag	tim23-1 inh	APJ agonist	CXCR6 block	APJ antag	UPR CHOP act	EBI2 antag
COc1ccc(Oc2c(C)oc3c(CN(C)C)c(O)ccc3c2=O)cc1	0	2	3	19	1	-9	14	0.4	-4
CC1CN(c2ccc([N+](=O)[O-])c(NCCOc3ccc(Cl)cc3)c2)CC(C)N1 (stereo unspecified)	12	30	33	50	10	11	18	5.8	-10

More records
SMILES	XBP1 UPR activ	Mdm2-MdmX inh	CCR6 antag	tim23-1 inh	APJ agonist	CXCR6 block	APJ antag	UPR CHOP act	EBI2 antag
COc1ccc(CCN2C(=O)CC(N3CCN(S(=O)(=O)c4ccccc4)CC3)C2=O)cc1 (stereo unspecified)	-5	31	8	20	-1	-7	1	-1.9	10
CC(C)(C)NC(=O)NC(=O)CSc1ccc(S(=O)(=O)N2CCOCC2)cn1	-1	-11	7	-12	0	-4	-4	0.0	-4
Cc1[nH]c(=O)c(C#N)c(C)c1CCC(=O)NCc1cccc(C(F)(F)F)c1	-1	26	1	3	-5	1	2	-0.6	-2
CCOc1ccc(C2C(C(=O)/C=C/c3ccco3)=C(O)C(=O)N2CCN2CCOCC2)cc1OC (stereo unspecified)	-3	12	9	18	1	3	-46	-0.8	-8
O=C(NN1C(=O)NC2(CCCCC2)C1=O)c1cc2cc(Cl)ccc2o1	0	6	1	-13	0	0	-3	0.8	4
CCN(CC)C(=O)CSc1nnc2c3ccccc3n(C)c2n1	-2	-31	4	20	-3	-5	-3	3.4	1
NC(=O)c1cc(S(=O)(=O)NCCc2ccccc2)cs1	-3	-3	-8	0	-5	-1	5	0.2	-2
Cc1nc(SCC(=O)Nc2nc3ccccc3s2)n[nH]1	-2	4	7	5	7	-1	3	3.2	-9
Cc1cccc2sc(NC(=O)CSc3nc4ccccc4o3)nc12	-4	16	-16	-14	-3	-10	-12	-1.2	3
Cc1noc(C)c1C(=O)Nc1ccccn1	2	28	2	-16	-2	-1	15	1.3	-6
O=C(N/N=C/c1cc2c(cc1[N+](=O)[O-])OCO2)c1ccccn1	-2	-2	-11	17	-2	-15	2	0.9	-7

Mdm2-MdmX inh, entries above that show a hit.
Compound | XBP1 UPR activ | Mdm2-MdmX inh | CCR6 antag | APJ agonist | CXCR6 block | APJ antag | EBI2 antag
COc1cc(-c2cc(-c3ccccc3)nc(SCC(=O)Nc3nccs3)c2C#N)cc(OC)c1OC | 9 | 51* | 8 | 1 | -1 | 11 | 5
Cc1cc2nc(/N=C(\N)NC(=O)C(C)C)nc(C)c2cc1C | -1 | 56* | 5 | -5 | 4 | 17 | -12

Some of the compounds tested; count on the stated rates, not on these rows.
